EBNA-1 inh – blocks EBNA-1 binding to DNA; actives 0.34% (n = 300,000); EBNA-1 DNA binding, fluorescence polarization; inhibition, % at 14.8 µM; in the data active = inhibition above about 28%
PAFAH2 inh – PAFAH2 (human) inhibition. Q99487. recombinant PAFAH2, FP-rhodamine activity probe, fluorescence polarization. inhibition, % at 3.39 µM. actives 0.99% (n = 340,000). AID 492956;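 active = inhibition above the mean over all tested compounds plus 3 SD, cut at about 30% in these data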;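 also: inhibitors block probe labeling of enzyme so polarization drops; 0% = enzyme with DMSO and 100% = wells lacking PAFAH2 protein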
PAD4 FP inh – blocks human protein arginine deiminase 4; AID 485272; actives 0.41% (n = 330,000); inhibition, % at 6.36 µM; Q9UM07; recombinant PAD4, RCA probe fluorescence polarization;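 active = percent inhibition above a cutoff equal to the mean of all tested compounds plus 3 SD, cut at about 15% in these data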;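 also: 0% = PAD4 with RCA probe and DMSO and 100% = probe without PAD4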
Target sequence (Q9UM07 whole entry, looked up): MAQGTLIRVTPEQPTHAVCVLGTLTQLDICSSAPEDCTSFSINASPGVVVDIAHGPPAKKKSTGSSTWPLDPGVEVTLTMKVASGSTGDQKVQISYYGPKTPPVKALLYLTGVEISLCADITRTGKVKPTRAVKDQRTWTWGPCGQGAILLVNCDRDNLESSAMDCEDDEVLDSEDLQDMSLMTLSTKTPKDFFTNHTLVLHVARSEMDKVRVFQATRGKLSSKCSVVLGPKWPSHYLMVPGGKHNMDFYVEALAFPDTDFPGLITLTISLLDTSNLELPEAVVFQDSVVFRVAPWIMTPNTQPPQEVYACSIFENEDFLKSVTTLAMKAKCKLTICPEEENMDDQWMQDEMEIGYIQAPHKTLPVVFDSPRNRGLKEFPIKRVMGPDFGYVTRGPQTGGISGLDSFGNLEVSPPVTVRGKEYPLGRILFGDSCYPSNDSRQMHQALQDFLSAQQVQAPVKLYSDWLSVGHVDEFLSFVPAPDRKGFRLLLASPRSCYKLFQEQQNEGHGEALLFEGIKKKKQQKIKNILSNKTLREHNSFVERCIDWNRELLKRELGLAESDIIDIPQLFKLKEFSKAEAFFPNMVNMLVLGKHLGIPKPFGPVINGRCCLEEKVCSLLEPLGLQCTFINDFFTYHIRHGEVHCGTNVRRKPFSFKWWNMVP
LYPLA1 inh – blocks human lysophospholipase 1, a PME1 counter-screen; O75608; actives 0.16% (n = 320,000); AID 2174; recombinant LYPLA1, FP-Rh probe fluorescence polarization; inhibition, % at 5.9 µM;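 active = inhibition above the mean of all tested compounds plus 3 SD, set per campaign, cut at about 14% in these data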;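 also: inhibitors block serine hydrolase probe labeling of LYPLA1 so polarization falls; 0% = enzyme with DMSO and 100% = wells lacking LYPLA1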
PAFAH1B3 FP inh – PAFAH1B3 (human) inhibition. Q15102. recombinant PAFAH1B3, FP-rhodamine probe, fluorescence polarization. inhibition, % at 3.39 µM. actives 0.28% (n = 340,000). AID 492972;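 active = inhibition above the screen-wide average of all tested compounds plus 3 SD, cut at about 25% in these data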;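 also: 0% = enzyme with DMSO only and 100% = wells lacking PAFAH1B3 protein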
Target sequence (Q15102 whole entry, looked up): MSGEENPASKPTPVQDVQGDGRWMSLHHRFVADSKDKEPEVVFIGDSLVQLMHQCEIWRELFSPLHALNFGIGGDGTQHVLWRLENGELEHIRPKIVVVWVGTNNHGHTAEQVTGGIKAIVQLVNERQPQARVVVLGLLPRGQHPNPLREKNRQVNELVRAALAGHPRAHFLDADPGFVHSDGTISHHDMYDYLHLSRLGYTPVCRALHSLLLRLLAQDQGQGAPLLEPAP
PREPL inhibitor – inhibits the human prolyl oligopeptidase-like enzyme; Q4J6C6; recombinant PREPL, fluorescence polarization activity-based probe; inhibition, % at 5.96 µM; actives 0.68% (n = 320,000); AID 2751; in the data active = inhibition above about 43%;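 also: 0% = enzyme with DMSO and 100% = wells lacking enzyme; many of its hits are not listed in these tables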
ZTA DNA inh – ZTA (EBV) inhibition in EBNA-1 counter-screen; AID 2234; ZTA-DNA binding, fluorescence polarization; inhibition, % at 11 µM; actives 0.15% (n = 320,000); in the data active = inhibition above about 33%
LYPLA2 inh – counter-screen for PME1 inhibitors: inhibitors of human LYPLA2. O95372. recombinant LYPLA2, FP-Rh probe fluorescence polarization. inhibition, % at 5.9 µM. actives 0.38% (n = 320,000);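 active = inhibition above the screen-wide mean plus 3 SD, limit set per campaign, cut at about 26% in these data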;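 also: 0% = LYPLA2 with DMSO and 100% = wells lacking LYPLA2 enzyme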
GSTO1 inh – GSTO1 inhibition, counter-screen for RBBP9 inhibitors; P78417; recombinant GSTO1, activity-based probe fluorescence polarization; inhibition, % at 5.96 µM; actives 1.1% (n = 300,000); AID 1974;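 active = inhibition above the campaign mean inhibition plus 3 SD, cut at about 35% in these data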;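 also: 0% = GSTO1-1 with DMSO and 100% = wells lacking GSTO1-1 enzyme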
* = called active by the depositor; · = not tested or not shown. Some of the compounds tested; count on the stated rates, not on these rows.

The first 3 records, to show the layout:
SMILES | EBNA-1 inh | PAFAH2 inh | PAD4 FP inh | LYPLA1 inh | PAFAH1B3 FP inh | PREPL inhibitor | ZTA DNA inh | LYPLA2 inh | GSTO1 inh
O=C(O)CC/C(=C\c1ccc2c(c1)OCO2)c1nc2ccccc2s1 | 0 | 6 | 2 | -2 | 3 | -2 | -6 | -4 | 5
Cc1ccc(CNC(=O)C2CCCN2C(=O)Nc2ccc(C)cc2)cc1 (stereo not drawn) | 1 | -5 | -1 | -1 | 5 | 8 | -6 | 1 | 4
COc1cc(OC)cc(C(=O)Nc2cccc(NC(C)=O)c2)c1 | 4 | -1 | 3 | 2 | 9 | 18 | -10 | 4 | 9

This part in full, repeating the preview:
SMILES | EBNA-1 inh | PAFAH2 inh | PAD4 FP inh | LYPLA1 inh | PAFAH1B3 FP inh | PREPL inhibitor | ZTA DNA inh | LYPLA2 inh | GSTO1 inh
O=C(O)CC/C(=C\c1ccc2c(c1)OCO2)c1nc2ccccc2s1 | 0 | 6 | 2 | -2 | 3 | -2 | -6 | -4 | 5
Cc1ccc(CNC(=O)C2CCCN2C(=O)Nc2ccc(C)cc2)cc1 (stereo not drawn) | 1 | -5 | -1 | -1 | 5 | 8 | -6 | 1 | 4
COc1cc(OC)cc(C(=O)Nc2cccc(NC(C)=O)c2)c1 | 4 | -1 | 3 | 2 | 9 | 18 | -10 | 4 | 9
Cc1nn(C(=O)c2nn(C)cc2Cl)c(C)c1Br | -1 | -4 | 3 | -2 | 13 | 5 | -8 | -3 | 0
Cc1cc(C)c(O)c(-c2cc(C(=O)NCCc3ccc(S(N)(=O)=O)cc3)[nH]n2)c1 | 1 | -8 | 1 | -10 | 2 | 20 | -6 | -16 | -20
CC(=O)SC(C)CC(=O)NCc1ccccc1 (stereo not drawn) | -11 | -7 | -6 | -1 | 0 | 9 | -5 | -3 | -6
CCCCN(C(=O)CSc1nnc(Nc2ccc(C)c(C)c2)s1)c1c(N)n(Cc2ccccc2)c(=O)[nH]c1=O | 7 | 11 | 1 | -20 | 8 | -60 | 9 | -23 | -3
O=C1CCCC(=O)C1C1c2ccccc2CCN1C(=O)CCl (stereo not drawn) | -11 | · | -3 | -2 | · | 17 | -18 | 6 | 16
COc1ccc(S(=O)(=O)Nc2cccc(-c3ccc4nncn4n3)c2)cc1 | -10 | -7 | 1 | 2 | 0 | -15 | -4 | 8 | -1
Cc1ccc(C)c(NC(=O)CSc2nnc(-c3ccccc3)n2N)c1 | 5 | 7 | 0 | 4 | 6 | 0 | 3 | 4 | 14
CCOC(=O)c1ccc(N2C(=O)CC(NC3CCN(C(=O)c4ccc(F)cc4)CC3)C2=O)cc1 (stereo not drawn) | 4 | 0 | -4 | 5 | 11 | 3 | 12 | 9 | -4
CC1CCC(C(=O)NC(C(=O)N2CCC(N3CCCCC3)CC2)C(C)C)CC1 (stereo not drawn) | -1 | 1 | 1 | 5 | 5 | 17 | -24 | 10 | -2
O=C(CSc1nnc(CNC(=O)C23CC4CC(CC(C4)C2)C3)n1-c1ccccc1)Nc1ccccc1 | -5 | 6 | 0 | -2 | -6 | -1 | 0 | -1 | -7
C=CCNC(=O)CSc1nnc(-c2ccccn2)n1Cc1ccccc1 | 1 | -1 | -6 | 6 | 7 | 23 | 1 | 1 | 9
CCOc1ccc(-c2csc(NC(=O)c3ccco3)n2)cc1 | -9 | -3 | 0 | -2 | 0 | -4 | -7 | -4 | -1
Cc1ccnc(NC(=O)c2ccc(Cl)cc2Cl)n1 | -4 | · | 0 | -4 | · | 11 | -13 | -9 | 2
N#CC(C#N)=C1C=CC=CN1/C(=C\c1ccco1)C(=O)c1ccc(Br)cc1 | -13 | -1 | 2 | -2 | 13 | 10 | 4 | 6 | 11
Cc1ccccc1CSc1nc2c(c(=O)[nH]1)CCCC2 | 4 | · | -3 | 5 | · | 11 | 5 | 6 | 2
c1ccc(CSc2nnc(-c3cccs3)o2)cc1 | 4 | 5 | 1 | 4 | -3 | 3 | 0 | 5 | 2
CC(C)n1c(NCc2cccs2)nc2ccccc21 | 2 | -2 | 3 | 1 | -2 | 5 | -13 | -3 | 1
O=C(NC(NC1CCS(=O)(=O)C1)C(=O)c1ccccc1)c1ccc(Cl)cc1 (stereo not drawn) | 5 | 9 | -1 | -2 | 4 | -6 | 7 | -3 | 1
Cc1c(/C=C(\CC(=O)O)c2nc3ccccc3s2)cc(C#N)n1C | -5 | 0 | -2 | -1 | 1 | -3 | -14 | -3 | -1
c1ccc(CCN=C2CCCc3c2[nH]c2ccccc32)cc1 | 4 | -2 | 0 | 1 | 5 | -3 | 8 | 3 | 10
COc1ccc(S(=O)(=O)N2CCOCC2)cc1NC(=O)COC(=O)C1CC1C (stereo not drawn) | · | 16 | -4 | 3 | 7 | 7 | 3 | -4 | ·
O=C1Nc2cc(Cl)c(Cl)cc2N(O)N1c1ccc(Cl)cc1 | -1 | -3 | -7 | 0 | 0 | -6 | -10 | -6 | -6
S=C(c1ccc(N2CCCC2)cc1)N1CCCCC1 | -6 | 13 | -4 | 5 | 0 | 3 | -6 | 24 | 7
C=CCOc1ccc(CNC(C)(C)CO)cc1OC | -1 | -2 | 0 | -4 | -2 | 3 | 5 | 3 | -4
Cc1ccc(S(=O)(=O)Nc2ccccc2F)cc1C(=O)N1CCN(c2ccccc2O)CC1 | · | -3 | -1 | 2 | -5 | -6 | -6 | 2 | ·
COc1ccc(C(CCN2CCCC(C)C2)c2c(OC)cc(OC)c3c(C)cc(=O)oc23)cc1 (stereo not drawn) | -20 | -1 | -5 | 2 | 3 | -17 | -1 | -2 | -1
O=C1CN(CC(=O)Nc2ccc(SC(F)F)cc2)CCN1 | -3 | 0 | 3 | 3 | 8 | -1 | -16 | -5 | 0
O=C(O)c1ccc2c(c1)SC1=NS(=O)(=O)CCN12 | -10 | 4 | -3 | -2 | 0 | 14 | 3 | -3 | 7
COc1ccc(C2(C(=O)Nc3ccc(C)c(C)c3)CCOCC2)cc1 | -3 | -9 | 1 | 0 | 2 | -18 | -4 | 5 | 2
CCOCCn1cnc2sc(C(=O)NCC(=O)OCC)c(C)c2c1=O | -11 | -1 | -2 | -2 | 4 | 10 | 7 | 0 | 0
Cc1ccc(S(=O)(=O)C2(S(=O)(=O)c3ccc(C)cc3)CCCC2)cc1 | 2 | -9 | 0 | 0 | 2 | 0 | 4 | -5 | -2
COc1cc(C2C(=O)N(C3CCCC3)CC(=O)N2Cc2ccco2)ccc1OC(C)C (stereo not drawn) | -2 | -4 | 2 | 0 | 3 | 2 | 6 | -4 | 6
COc1ccc(C(=O)CNc2cccc(F)c2)cc1 | -18 | 7 | -6 | -3 | 10 | 25 | -12 | 6 | -8
CC(=O)N(C)c1ccc(NC(=S)Nc2ccccc2)cc1 | -13 | 6 | 3 | 1 | 3 | -8 | -8 | -1 | -3
Cc1ccc(C2=N/C(=C\c3cccnc3)C(=O)O2)cc1 | 6 | -5 | -1 | -3 | 6 | -2 | 20 | -4 | 4
COC(=O)/C(=C/c1cccc([N+](=O)[O-])c1)NC(=O)c1ccc(OC)cc1 | 8 | 4 | 0 | -4 | 12 | 2 | -6 | -1 | 1
CCSc1nc2c(c(=O)n1Cc1ccccc1)SC(C)C2 (stereo not drawn) | 6 | 1 | -1 | 0 | 3 | -6 | 0 | 3 | 0

The final two records of the part before lead into the next:
SMILES | EBNA-1 inh | PAFAH2 inh | PAD4 FP inh | LYPLA1 inh | PAFAH1B3 FP inh | PREPL inhibitor | ZTA DNA inh | LYPLA2 inh | GSTO1 inh
COC(=O)/C(=C/c1cccc([N+](=O)[O-])c1)NC(=O)c1ccc(OC)cc1 | 8 | 4 | 0 | -4 | 12 | 2 | -6 | -1 | 1
CCSc1nc2c(c(=O)n1Cc1ccccc1)SC(C)C2 (stereo not drawn) | 6 | 1 | -1 | 0 | 3 | -6 | 0 | 3 | 0
COc1ccccc1CNS(=O)(=O)c1c(C)[nH]c(=O)[nH]c1=O | 6 | 1 | -5 | -1 | 4 | 11 | 14 | 2 | 10
COC(=O)c1ccc(Oc2nc(NC(C)(C)C)nc(N3CCOCC3)n2)cc1 | 11 | · | 0 | 0 | · | -5 | 9 | -1 | 7
COc1ccc(/C=C/C(=O)Nc2c(C)nn(C)c2C)cc1COc1ccc(Cl)cc1Br | 14 | 1 | 3 | -7 | 2 | -8 | 21 | 1 | -1
O=C(NCc1ccco1)c1cccc(Br)c1 | 6 | -5 | 4 | 5 | -2 | -2 | -7 | 5 | 2
COc1ccc(/C=C(/C#N)c2cccnc2)cc1OC | 4 | 3 | 5 | 1 | 5 | 3 | 13 | 0 | 2
O=C(O)c1ccc(S(=O)(=O)NCc2ccc3c(c2)OCO3)cc1 | 12 | -3 | -2 | -1 | -1 | 4 | 2 | -5 | 8
CCOC(=O)N1CCC(NC(=O)CS(=O)(=O)Cc2nc(-c3ccc(OC)cc3)oc2C)CC1 | 3 | -1 | 2 | -3 | 11 | 14 | 8 | 7 | -6
CC(=O)c1sc(NS(=O)(=O)c2ccc(C)cc2)nc1-c1ccccc1 | -12 | 3 | 2 | -7 | 1 | 16 | 3 | -3 | -79
Cc1nn2c(N3CCOCC3)c3c(nc2c1-c1ccccc1)CCCC3 | -4 | -1 | 1 | -4 | 8 | -2 | 11 | 6 | -1
Cc1ccccc1/C=N/NC(=O)Cc1ccc(Cl)cc1 | 12 | -2 | 1 | 0 | 0 | -15 | 12 | -3 | 7
Cc1n[nH]c(C)c1C(=O)CC1(O)C(=O)N(CCc2ccccc2)c2ccc(Cl)cc21 (stereo not drawn) | -7 | 0 | -11 | -3 | 2 | 13 | 10 | 3 | 4
COc1cc(CC(CC(=O)O)CC(C)OCc2ccccc2)cc(OC)c1 (stereo not drawn) | -6 | 5 | 0 | 3 | 5 | 10 | 0 | 3 | -5
CN(C(=O)CC1C(=O)NCCN1Cc1ccc(F)cc1Cl)C1CCCCC1 (stereo not drawn) | -7 | -1 | -3 | 2 | 16 | 2 | -11 | 1 | 6
COc1ccc(C)cc1NC1=C(Cl)C(=O)N(C2CCCCC2)C1=O | 11 | -3 | 1 | 1 | 4 | 0 | 12 | -10 | 6
COc1ccc(NC(=O)c2cccc(S(=O)(=O)NCc3ccco3)c2)c(OC)c1 | -1 | 8 | 6 | 4 | 4 | 8 | 6 | 3 | 13

A second format for two compounds above:
> CCOC(=O)N1CCC(NC(=O)CS(=O)(=O)Cc2nc(-c3ccc(OC)cc3)oc2C)CC1
  EBNA-1 inh = 3; PAFAH2 inh = -1; PAD4 FP inh = 2; LYPLA1 inh = -3; PAFAH1B3 FP inh = 11; PREPL inhibitor = 14; ZTA DNA inh = 8; LYPLA2 inh = 7; GSTO1 inh = -6

> CC(=O)c1sc(NS(=O)(=O)c2ccc(C)cc2)nc1-c1ccccc1
  EBNA-1 inh = -12; PAFAH2 inh = 3; PAD4 FP inh = 2; LYPLA1 inh = -7; PAFAH1B3 FP inh = 1; PREPL inhibitor = 16; ZTA DNA inh = 3; LYPLA2 inh = -3; GSTO1 inh = -79

An excerpt of the results above, for reference:
SMILES | EBNA-1 inh | PAFAH2 inh | PAD4 FP inh | LYPLA1 inh | PAFAH1B3 FP inh | PREPL inhibitor | ZTA DNA inh | LYPLA2 inh | GSTO1 inh
O=C(O)CC/C(=C\c1ccc2c(c1)OCO2)c1nc2ccccc2s1 | 0 | 6 | 2 | -2 | 3 | -2 | -6 | -4 | 5
Cc1ccc(CNC(=O)C2CCCN2C(=O)Nc2ccc(C)cc2)cc1 (stereo not drawn) | 1 | -5 | -1 | -1 | 5 | 8 | -6 | 1 | 4
